uPA surface inh – qHTS for Inhibitors of Cell Surface uPA Generation; cell surface uPA generation assay, qHTS; Potency, µM (top dose mostly 38.3 µM), for the others: at the top dose activity change, negative = inhibition, usual class: inhibitors; hit rate 0.31% among 330,000; active = well fitted inhibition curve with a large enough effect; inconclusive = small, poorly fitted or top-dose-only effect; inactive = no such curve, though single readings can be large or run the other way; tested in mouse RAW 264.7 cells; note: potency is the fitted concentration of half-maximal effect; nearly all actives have a fitted effect of over 55% in size
KCNH2 WT inh – qHTS for Inhibitors of KCHN2 3.1: Wildtype qHTS; Voltage-gated inwardly rectifying potassium channel KCNH2 (Homo sapiens), Q12809; U2OS, BacMam KCNH2, thallium flux FluxOr; stronger effect = lower value; activity change, % at 1.84 µM; hit rate 0.37% among 340,000;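 active = maximum activity change below -70%; inconclusive = maximum activity change between -70% and -50%; inactive = maximum activity change above -50%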
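U2OS cells transduced with wild-type KCNH2 virus are loaded with FluxOr dye for 45 min, and thallium flux is measured in kinetic reads before and after stimulation buffer. Rate constants are normalized to DMSO controls.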
GALK inh – qHTS Assay for Inhibitors of Human Galactokinase (GALK) | Potency, µM (highest dose often 57.5 µM), for the others: top-dose activity change, negative = inhibition, most hits filed as inhibitors | AID 1868, 2009 | Purified GALK, Kinase-Glo residual ATP luminescence | P51570 | hit rate 0.007% among 270,000; note: potency is the fitted concentration of half-maximal effect
Target sequence (P51570 whole entry, looked up): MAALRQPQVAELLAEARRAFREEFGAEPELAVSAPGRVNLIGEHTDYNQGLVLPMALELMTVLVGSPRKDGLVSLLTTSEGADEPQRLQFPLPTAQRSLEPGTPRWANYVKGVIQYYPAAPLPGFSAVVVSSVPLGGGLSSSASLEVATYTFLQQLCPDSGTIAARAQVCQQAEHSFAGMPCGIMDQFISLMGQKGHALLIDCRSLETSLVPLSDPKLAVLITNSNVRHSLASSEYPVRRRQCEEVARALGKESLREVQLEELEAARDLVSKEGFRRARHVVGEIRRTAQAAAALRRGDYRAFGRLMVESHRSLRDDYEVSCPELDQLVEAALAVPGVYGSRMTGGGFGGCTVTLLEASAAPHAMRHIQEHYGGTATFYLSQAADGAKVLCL
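Human GALK (5 nM) with 35 uM ATP and 100 uM galactose in 20 mM HEPES pH 8.0, 5 mM MgCl2, 60 mM NaCl, 1 mM DTT, 0.01% BSA. After 1 h at room temperature, leftover ATP was read by Kinase-Glo Plus luminescence.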
Eya2 inh – qHTS Assay for Inhibitors of the Phosphatase Activity of Eya2 | hit rate 0.006% among 330,000 | Potency, µM (titrated, usually from 76.9 µM), without a hit: at the top dose activity, negative = inhibition, actives largely listed as inhibitors | AID 488837, 2010 | recombinant Eya2, OMFP fluorescence dephosphorylation (OMFP is methylfluorescein phosphate); note: potency is the fitted concentration of half-maximal effect
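Eya2 (0.2 uM) preincubated 10 min at ambient with compound, then OMFP substrate added at 50 uM; 10 min reaction in 50 mM HEPES pH 7.5, 50 mM NaCl, 5 uM MgCl2, 0.05% BSA, 1 mM DTT. Fluorescence read at Ex 485/Em 525 nm.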
BCR signal inh – qHTS Assay to Find Inhibitors of Chronic Active B-Cell Receptor Signaling | ABC-DLBCL IkBa-CBG/CBR reporter, luminescence ratio, 4 h | Potency, µM (doses to about 46.1 µM), for the others: at the top dose ratio change, negative = lower green/red ratio, actives largely listed as inhibitors | hit rate 0.05% among 340,000; active = well fitted inhibition curve with a large enough effect in the signal ratio, with a control signal flat, not every such curve was filed as active; inconclusive = small, poorly fitted or top-dose-only effect, or effect the other way, or a change in a side signal; the % refers to the signal ratio;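 note: potency is the fitted concentration of half-maximal effect; plate controls were basal doxycycline-induced cells for no effect and cells given 10 µM MG132 for full effect; MG132 reads +100%, hits lower the ratio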
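Compounds up to 46 uM were incubated four hours with TMD8 cells whose green CBG68 luciferase is fused to IkappaBalpha; red CBR luminescence normalised the signal, and concentration-effect curves were fitted to fusion, red and ratio data.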
B2AR arrestin – qHTS assay of beta-arrestin-biased ligands of beta2-adrenergic receptor. beta-arrestin recruitment to beta2AR, cell-based reporter. hit rate 0.02% among 330,000. Potency, µM (doses to about 46.1 µM), inactives show at the top dose activation, usual class: activators. AID 492947, 2010;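 note: potency is the fitted concentration of half-maximal effect; 0% = DMSO controls and full agonism = EC100 isoproterenol or metaproterenol; nearly all actives have a fitted effect of over 65% in size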
FBPA coupling cs – qHTS Assay for Inhibitors of Fructose-1,6-bisphosphate Aldolase from Giardia Lamblia: Coupling assay counterscreen; hit rate 0.67% among 290,000; coupling enzyme system counterscreen, AmpLite Red fluorescence; AID 2472, 2010; activity change, negative = inhibition, % at 58.2 µM, hits read low; in the data active = activity change below about -30%
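First, compound is pin-transferred into glyceraldehyde-3-phosphate coupling-enzyme reagent at 57.5 uM final and held 10 min at RT. Next, substrate, coupling system and AmpLite Red are added. After 20 min RT, fluorescence (525/598 nm) is read.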
PKM2 activator – qHTS Assay for Activators of Human Muscle isoform 2 Pyruvate Kinase | Pyruvate kinase PKM (Homo sapiens), P14618 | purified PKM2, Kinase-Glo ATP luminescence, activation; response scale: 0% is enzyme alone, no compound | Potency, µM (top dose mostly 57.5 µM), for the others: at the top dose activation, most hits filed as activators | hit rate 0.34% among 260,000 | AID 1631, 2009; note: potency is the fitted concentration of half-maximal effect; nearly all actives have a fitted effect of over 55% in size
Target sequence (P14618 whole entry, looked up, canonical isoform): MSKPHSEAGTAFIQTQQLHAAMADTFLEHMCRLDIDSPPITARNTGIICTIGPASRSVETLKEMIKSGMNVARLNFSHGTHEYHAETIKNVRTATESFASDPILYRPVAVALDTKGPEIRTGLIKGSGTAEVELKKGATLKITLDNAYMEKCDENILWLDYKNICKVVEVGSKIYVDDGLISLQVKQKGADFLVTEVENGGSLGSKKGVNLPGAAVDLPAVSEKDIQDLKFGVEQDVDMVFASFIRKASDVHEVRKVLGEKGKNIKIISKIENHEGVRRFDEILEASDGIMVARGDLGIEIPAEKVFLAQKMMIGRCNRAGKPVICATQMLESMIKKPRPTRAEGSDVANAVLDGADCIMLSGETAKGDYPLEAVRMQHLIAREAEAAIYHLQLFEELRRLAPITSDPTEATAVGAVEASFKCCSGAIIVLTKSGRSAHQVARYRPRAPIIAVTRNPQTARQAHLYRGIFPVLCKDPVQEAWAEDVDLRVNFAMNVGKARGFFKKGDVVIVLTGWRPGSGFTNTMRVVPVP
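ATP formation by purified human PK-M2, quantified via coupled luciferase luminescence after 1 h at room temperature with 0.1 mM ADP and 0.5 mM PEP final.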
KCNH2 3.1 inh – qHTS for Inhibitors of KCHN2 3.1: Mutant qHTS; U2OS KCNH2 3.1, thallium flux FluxOr; stronger effect = lower value; activity change, % (tested at about 1.8 µM); hit rate 0.95% among 340,000;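 active = maximum activity change below -70%; inconclusive = maximum activity change from -70% to -50%; inactive = maximum activity change above -50%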;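 note: thallium influx rate constant from kinetic fluorescence after stimulation buffer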
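Thallium flux read-out: FluxOr dye with Red40 quencher in HBSS/HEPES, 45 min at RT. Rate constants from kinetic reads were normalized to positive and negative DMSO controls. Cells: U2OS virally expressing the 3.1 isoform.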
Giardia kill – Small Molecules that selectively kill Giardia lamblia: qHTS; hit rate 0.15% among 340,000; Giardia lamblia trophozoite viability; activity change, % at 7.66 µM, hits read low; in the data active = activity change below about -80%; inconclusive = between about -30% and that limit;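 note: parasites exposed to compound for two days anaerobically before the ATP read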
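ATP-content bioluminescence gauges trophozoite survival. Cells (100/well) receive compound and incubate anaerobically for 48 hrs at 37 deg C; detection reagent follows for 15-30 min at room temperature.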
USP2a block – qHTS Assay for Inhibitors of Ubiquitin-specific Protease USP2a Using CHOP2 as the Reporter; Ubiquitin carboxyl-terminal hydrolase 2 (Homo sapiens), O75604; hit rate 0.01% among 330,000; Potency, µM (top dose mostly 38.3 µM), for the others: at the top dose activity change, negative = inhibition, usual class: inhibitors; USP2 core, Ub-CHOP2 coupled fluorogenic reporter, 485/531; AID 463254, 2010;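 note: potency is the fitted concentration of half-maximal effect; plate controls were DMSO wells for no effect and full inhibition by NEM control for full effect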
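Deubiquitinase activity read as fluorescence (485/531 nm) after Ub-CHOP2 cleavage activates the enterokinase reporter on its substrate; USP2 core 10nM, Ub-CHOP2 and substrate 25nM each, 30min compound preincubation then 60min RT; data normalized to NEM, curves fitted.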
Starred values were filed as active, the others as inactive; ? = inconclusive; · = no result given; & = joins results of further samples; [ ] = dose if it differs, or a comment. Unless noted, calls come from the whole dose curve; as a rule, active = well fitted curve in the direction sought with a large enough effect; inconclusive = small, poorly fitted or top-dose-only effect, or another doubt; inactive = no such curve, though single readings can be large; an effect the other way counts as inactive or inconclusive. Unless noted, % is set by controls: 0 for no effect and ±100 for the full control effect.

1. O=C(CN1CCN(S(=O)(=O)N2CCOCC2)CC1)Nc1cc(Cl)cc(Cl)c1
2. C=C1CSc2nc3ccccc3c(=O)n21
3. Cc1ccccc1NC(=S)Nc1cccc([N+](=O)[O-])c1
4. O=C(CSc1nc2c([nH]c3ccccc32)c(=O)n1-c1ccc(F)cc1)NCc1ccco1
5. CC(C)CC(=O)c1c[nH]c(C(=O)NCc2ccc(F)cc2)c1
6. Cc1ccc(OCCOCCN2CCCC2)c(Br)c1

assay / entry,1,2,3,4,5,6
USP2a block,0%,·,-1%,3%,8%,1%
PKM2 activator,0%,-1%,-3%,6%,·,0%[11.5 µM]
Eya2 inh,-3%,·,26%,-2%,2%,4%
FBPA coupling cs,-2,5,1,-9,4,-2
KCNH2 3.1 inh,-2,-21,5,-7,-3,10
Giardia kill,6,-4,17,-9,21,-5
uPA surface inh,-8%,7%,-4%,10%,9%,17%
KCNH2 WT inh,7,-5,4,19,-10,8
GALK inh,0%,2%,-1%,0%,-4%,-2%
BCR signal inh,4%,·,0%,?,3%,2%
B2AR arrestin,0.3%,·,0.4%,9.2%,0.1%,-0.9%

7. CN1CCN(c2cc(=O)n(-c3ccc(Cl)cc3)c(=O)[nH]2)CC1
8. Cn1cc(CNC(=O)C2CCC(=O)N(Cc3ccccc3F)C2)cn1 (configuration not stated)
9. COc1cc(C(C)=O)ccc1Oc1cnccn1
10. Cc1nn(-c2ccccc2)c2[nH]c(=O)cc(C(F)F)c12
11. O=C(Cc1ccc(Br)cc1)NNC(=O)Nc1ccc(Cl)cc1
12. CC(=O)N(C)c1ccc(OCC(O)Cn2c(C)nc3ccccc32)cc1 (configuration not stated)

assay / entry,7,8,9,10,11,12
USP2a block,1%,0%,-4%,-1%,14%,-1%
PKM2 activator,-11%,-5%,19%,·,2%,-3%
Eya2 inh,-24%,23%,-11%,7%,-1%,-18%
FBPA coupling cs,0,4,3,·,0,1
KCNH2 3.1 inh,11,-3,-2,5,·,-3
Giardia kill,-11,22,7,5,5,11
uPA surface inh,-16%,?,-1%,-10%,2%,4%
KCNH2 WT inh,-1,-2,-10,-15,7,3
GALK inh,1%,6%,-2%,·,0%,10%
BCR signal inh,-20%,0%,-3%,0%,0%,?
B2AR arrestin,0.2%,0.5%,-0.2%,-0.2%,0.1%,-0.3%

13. O=C(Nc1cccc(NC(=O)c2cccc(F)c2)n1)c1cccc(F)c1
14. CCOC(=O)c1cccc(NC(=O)CC2Oc3ccccc3NC2=O)c1 (configuration not stated)
15. CCCc1ccc2oc(C(=O)N(Cc3ccncc3)CC3CCCO3)c(C)c2c1 (configuration not stated)
16. Fc1ccc(-c2nn3c(C4COc5ccccc5O4)nnc3s2)cc1 (configuration not stated)
17. CCCCOc1ccccc1-c1ccccc1CN1[C@@H](C(C)C)COCCS1(=O)=O
18. O=C(NC1CCCc2ccccc21)C1CCN(S(=O)(=O)N2CCCCCC2)CC1 (configuration not stated)

assay / entry,13,14,15,16,17,18
USP2a block,3%,-2%,-1%,4%,-2%,-1%
PKM2 activator,·,·,-9%,3%,·,0%
Eya2 inh,-26%,5%,1%,-2%,-9%,-5%
FBPA coupling cs,1,-6,·,4,·,-2
KCNH2 3.1 inh,7,24,-7,-8,-2,-2
Giardia kill,-9,-1,-4,-21,1,2
uPA surface inh,-2%,-8%,2%,5%,-11%,-4%
KCNH2 WT inh,16,8,24,9,5,-3
GALK inh,0%,0%,6%,-1%,·,-1%
BCR signal inh,6%,?,?,-1%,?,1%
B2AR arrestin,-0.2%,0.4%,0.3%,0.3%,-0.5%,0.4%

19. O=C(NCc1nc2ccccc2[nH]1)c1cccc(S(=O)(=O)N2CCOCC2)c1
20. COc1ccc(NC(=O)CSc2nnc(CN3CCOCC3)n2-c2ccccc2)cc1Cl
21. COc1ccc(OCc2nc(N)nc(Nc3ccc(C)cc3)n2)cc1
22. O=C(CS)Nc1ccc2ccccc2c1
23. O=C(COC(=O)CNC(=O)c1ccccc1)Nc1ccc(F)c([N+](=O)[O-])c1
24. CCN(CC)C(NC(=O)Cc1ccccc1)C(Cl)(Cl)Cl (configuration not stated)

assay / entry,19,20,21,22,23,24
USP2a block,1%,4%,-3%,1%,1%,2%
PKM2 activator,-10%,0%,3%,2%,-2%,5%
Eya2 inh,9%,-31%,13%,?,9%,4%
FBPA coupling cs,6,4,-1,-7,1,3
KCNH2 3.1 inh,11,-5,26,-3,20,-4
Giardia kill,-5,-15,-16,11&1,4,-5
uPA surface inh,·,·,2%,0%,-7%,2%
KCNH2 WT inh,8,-16,5,1,-6,-4
GALK inh,0%,0%,-1%,-7%,11%,-3%
BCR signal inh,29%,3%,-8%,?,0%,1%
B2AR arrestin,-0.1%,-0.5%,0.6%,0.4%,-0.2%,0.4%

25. CCOC(=O)c1c(C)[nH]c(C(=O)COC(=O)/C=C/c2cccc(OC)c2OC)c1C
26. CCOC(=O)c1[nH]c(=O)[nH]c1COC(=O)c1cc2ccccc2o1
27. CCn1c(O)c(/C=C/C=C/C=Nc2ccccc2)sc1=S
28. O=C(Nc1ccc(F)cc1)C1CCC(CNc2c(N3CCCCC3)c(=O)c2=O)CC1 (configuration not stated)
29. CCOC(=O)N1CCC(NC(=O)Cn2c3c(c(-c4ccccc4Cl)cc2=O)CCC3)CC1
30. Cc1c(C(=O)OCC(=O)c2ccc3c(c2)OCCO3)oc2ccccc12

assay / entry,25,26,27,28,29,30
USP2a block,2%,1%,1%,-1%,3%,1%
PKM2 activator,-13%,-1%,1%,-2%,9%,4%
Eya2 inh,-7%,0%,1%,4%,6%,-4%
FBPA coupling cs,0,1,-4,2,-10,1
KCNH2 3.1 inh,4,2,-184*,0,3,-7
Giardia kill,-10,1,25,-6,1,6
uPA surface inh,19%,-1%,-3%,6%,5%,-5%
KCNH2 WT inh,-4,-1,-226*,-18,-22,-2
GALK inh,0%,3%,0%,·,1%,1%
BCR signal inh,?,1%,0%,-15%,0%,5%
B2AR arrestin,-0.2%,-3.5%,-0.3%,-0.7%,-0.3%,0.3%

31. CCNc1nc(NC(C)C)nc(ON=C(C)C)n1
32. O=C1CCC(=O)N1CC(=O)N(c1ccccc1)c1ccccc1
33. Cc1csc(NC(=O)CSc2nnnn2C)n1
34. CCOC(=O)c1c(C)[nH]c(C(=O)COC(=O)c2cnc(C)cn2)c1C
35. O=C(CN1C(=O)c2cccnc2Oc2ccc(Cl)cc21)NCCC1=CCCCC1

assay / entry,31,32,33,34,35
USP2a block,4%,12%,3%,1%,2%
PKM2 activator,-11%,5%,0%,-2%,·
Eya2 inh,-10%,4%,-13%,-3%,-10%
FBPA coupling cs,1,0,-1,2,·
KCNH2 3.1 inh,·,2,-2,-3,-16
Giardia kill,·,4,12,-1,-15
uPA surface inh,·,-15%,-3%,1%,5%
KCNH2 WT inh,·,8,0,-9,-9
GALK inh,0%,0%,1%,0%,-1%
BCR signal inh,5%,3%,2%,-1%,-2%
B2AR arrestin,-1.3%,0.2%,-0.7%,-1.0%,-1.0%

From no. 33 as far as 35, copied from above:
33. Cc1csc(NC(=O)CSc2nnnn2C)n1
34. CCOC(=O)c1c(C)[nH]c(C(=O)COC(=O)c2cnc(C)cn2)c1C
35. O=C(CN1C(=O)c2cccnc2Oc2ccc(Cl)cc21)NCCC1=CCCCC1

assay / entry,33,34,35
USP2a block,3%,1%,2%
PKM2 activator,0%,-2%,·
Eya2 inh,-13%,-3%,-10%
FBPA coupling cs,-1,2,·
KCNH2 3.1 inh,-2,-3,-16
Giardia kill,12,-1,-15
uPA surface inh,-3%,1%,5%
KCNH2 WT inh,0,-9,-9
GALK inh,1%,0%,-1%
BCR signal inh,2%,-1%,-2%
B2AR arrestin,-0.7%,-1.0%,-1.0%

Compound activity deposited in PubChem BioAssay by National Center for Advancing Translational Sciences (NCATS).
